Pf gametocyte: P. falciparum stage V gametocyte viability inhibition; AID 743093; inhibition, % at 10.9 µM; actives 0.065% (n = 150,000); P. falciparum stage V gametocytes, ATP luminescence, 24 h;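 active means inhibition above the mean plus 3 SD of compounds within the control limits, set per campaign, cut at about 38% in these data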;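 further: 0% = DMSO wells and 100% = medium only without gametocytes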
GSH bead fluor: compound fluoresces at 488/530 nm on GSH beads; actives 0.25% (n = 190,000); GSH beads flow cytometry, compound fluorescence 488/530 nm; active compounds read high; fluorescence (KMESF) at 10 µM; AID 1776; in the data active means fluorescence above about 89;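 further: glutathione beads carrying GST-tagged Bcl family fusion proteins plus one bare bead set; values are compound well signal with DMSO vehicle wells as background; inactives centre near 16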
ABCG2 inh: human ABCG2 inhibition, ABCB1 as counter-screen. Q9UNQ0. IgMXP3 cells, JC-1 efflux, flow cytometry. inhibition, % at 6.6 µM. actives 0.1% (n = 190,000). AID 1325;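 active means inhibition above 80%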;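 further: 0% = DMSO and 100% = nicardipine control wells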
Target sequence (Q9UNQ0 whole entry, looked up): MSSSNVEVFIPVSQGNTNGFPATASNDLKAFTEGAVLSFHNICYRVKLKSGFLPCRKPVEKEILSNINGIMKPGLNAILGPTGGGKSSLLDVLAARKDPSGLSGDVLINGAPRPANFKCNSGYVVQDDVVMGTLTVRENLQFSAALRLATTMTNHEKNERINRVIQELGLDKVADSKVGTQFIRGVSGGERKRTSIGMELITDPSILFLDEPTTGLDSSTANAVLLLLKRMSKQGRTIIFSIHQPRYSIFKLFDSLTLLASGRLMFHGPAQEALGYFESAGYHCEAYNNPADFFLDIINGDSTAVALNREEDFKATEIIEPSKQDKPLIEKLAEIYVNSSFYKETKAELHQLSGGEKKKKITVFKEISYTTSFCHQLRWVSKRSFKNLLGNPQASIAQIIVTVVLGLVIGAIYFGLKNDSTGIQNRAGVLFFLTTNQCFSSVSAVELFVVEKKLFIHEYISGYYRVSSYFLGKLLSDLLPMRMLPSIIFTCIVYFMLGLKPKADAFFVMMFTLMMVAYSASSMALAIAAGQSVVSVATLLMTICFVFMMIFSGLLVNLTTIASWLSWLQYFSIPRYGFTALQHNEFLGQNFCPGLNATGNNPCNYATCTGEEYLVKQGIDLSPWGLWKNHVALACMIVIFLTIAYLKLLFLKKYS
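Read-out basis: Efflux inhibition in percent versus controls | Test system: ABCG2 IgMXP3 and barcoded ABCB1 CCRF-Adr cell mix | Quantity: 3 million cells/mL in well | Schedule: 10 min at 25 °C | Control set: Nicardipine as high control, DMSO as low control | Reagent: JC-1 as fluorescent efflux pump substrate | Signal: Flow cytometry of retained JC-1 fluorescence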
Rab7 wt GTP bind: dog Rab7 wildtype GTP binding, inhibitors and activators. GST-Rab7 beads, fluorescent GTP binding, flow cytometry; actives lie on both sides; untreated = 100%, excess cold GTP = 0%. GTP binding activity (percent of control), % at 10 µM. actives 0.055% (n = 190,000). AID 758;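 active means fluorescent GTP binding to Rab7 beads changed by at least 20 points from the 100% baseline, either direction, mostly lower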;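 further: median green fluorescence of bound Bodipy-FL-GTP per Rab7 bead population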
Rab2A wt mod: changes GTP binding to wildtype dog Rab2A, up or down; GST-Rab2 wt beads, Bodipy-GTP binding, flow cytometry; GTP binding activity, % at 10 µM; actives 0.19% (n = 190,000); P61105;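 active means GTP binding activity at least 20 points away from 100%, either lowered or raised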;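 further: 0% = beads with excess unlabeled GTP and 100% = no-compound control corrected for plate trend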
Rac1 mut GTP: human Rac1 activated mutant GTP binding change; actives 0.11% (n = 190,000); GST-Rac1 activated beads, fluorescent GTP binding, flow cytometry; actives lie on both sides; 100% means binding = to untreated wells; percent activity (GTP binding), % at 10 µM;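 active means GTP binding at least 20 percentage points away from the 100% baseline, in either direction, so actives lie on both sides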
Rac1 wt GTP bind: human Rac1 wildtype GTP binding, inhibitors and activators. P63000. GST-Rac1 beads, fluorescent GTP binding, flow cytometry; actives lie on both sides; 0 = cold GTP competed, 100 = untreated. GTP binding activity (% of control), % at 10 µM. actives 0.27% (n = 190,000). AID 757;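 active means GTP binding activity at least 20 points away from the 100% control level, either lower or higher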
ABCB1 block: human ABCB1 inhibition, ABCG2 as counter-screen | P08183 | CCRF-Adr cells, JC-1 efflux, flow cytometry | inhibition, % at 6.6 µM | actives 0.067% (n = 190,000) | AID 1326; in the data active means inhibition above about 40%;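 further: 0% = vehicle and 100% = reference inhibitor; higher value means more JC-1 retained so stronger ABCB1 efflux block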
Avidin bead fluor: compound fluoresces at 488/530 nm on avidin beads. actives 0.38% (n = 220,000). compound fluorescence 488/530 nm, flow cytometry; active compounds read high. AID 1775. fluorescence (KMESF) at 10 µM; in the data active means fluorescence above about 47; further: inactives centre near 10
Cdc42 wt GTP: modulators (inhibitors or activators) of GTP binding to human Cdc42 wildtype. P60953. GST-Cdc42 beads, Bodipy-GTP binding, flow cytometry; actives lie on both sides. percent activity (GTP binding), % at 10 µM. actives 0.2% (n = 190,000);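 active means percent activity GTP binding at least 20 points away from the 100% baseline, either down as inhibitor or up as activator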;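 further: median bead fluorescence of bound Bodipy-FL-GTP at 100 nM; 0% = excess unlabeled GTP control and 100% = no compound control; below 100% means less GTP binding so inhibitor and above means activator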
Target sequence (P60953 whole entry, looked up): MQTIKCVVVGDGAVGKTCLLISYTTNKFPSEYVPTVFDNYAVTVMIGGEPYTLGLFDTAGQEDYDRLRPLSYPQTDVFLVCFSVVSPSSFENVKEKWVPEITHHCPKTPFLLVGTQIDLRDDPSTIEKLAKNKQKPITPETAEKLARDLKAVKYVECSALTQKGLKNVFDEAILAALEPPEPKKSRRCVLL
HRas wt GTP bind: changes GTP binding to wildtype human HRas | P01112 | GST-Ras wt beads, Bodipy-FL-GTP binding, flow cytometry; actives lie on both sides | GTP binding activity, % at 10 µM | actives 0.14% (n = 190,000);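 active means GTP binding activity at least 20% away from the 100% baseline, either lowered as inhibitor or raised as activator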;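 further: 0% = unlabeled GTP competition control and 100% = no-compound control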
Target sequence (P01112 whole entry, looked up): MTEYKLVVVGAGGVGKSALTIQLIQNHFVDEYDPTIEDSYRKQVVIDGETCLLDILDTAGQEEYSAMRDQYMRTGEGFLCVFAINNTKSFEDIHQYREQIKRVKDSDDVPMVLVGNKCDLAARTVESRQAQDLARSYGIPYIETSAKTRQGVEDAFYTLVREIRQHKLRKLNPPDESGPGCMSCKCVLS
Numbers without * were called inactive.

How did CCC1CCCCN1C(=O)COc1cc(=O)n(C)c2ccccc12 (stereo not drawn) do in these assays?
GSH bead fluor: 20; ABCG2 inh: -2; Rab7 wt GTP bind: 103; Rab2A wt mod: 103; Rac1 mut GTP: 100; Rac1 wt GTP bind: 103; ABCB1 block: -1.4; Avidin bead fluor: 8; Cdc42 wt GTP: 99; HRas wt GTP bind: 99

What do the screens show for `Cc1nonc1C(=O)N/N=C/c1ccc([N+](=O)[O-])o1`?
Pf gametocyte: -1; GSH bead fluor: 12; ABCG2 inh: 3; Rab7 wt GTP bind: 109; Rab2A wt mod: 105; Rac1 mut GTP: 98; Rac1 wt GTP bind: 106; ABCB1 block: 0.4; Avidin bead fluor: 13; Cdc42 wt GTP: 107; HRas wt GTP bind: 102

Results for Cc1ccccc1Cn1c(O)c(N=NC(=S)Nc2ccccc2F)c2ccccc21 ?
Pf gametocyte: -30; GSH bead fluor: 18; ABCG2 inh: -2; Rab7 wt GTP bind: 104; Rab2A wt mod: 102; Rac1 mut GTP: 93; Rac1 wt GTP bind: 91; ABCB1 block: -0.9; Avidin bead fluor: 9; Cdc42 wt GTP: 97; HRas wt GTP bind: 94

How did COC(=O)c1cc(OC)c(OC)cc1NC(=S)N1CCCCC1 do in these assays?
GSH bead fluor: 29; ABCG2 inh: -4; Rab7 wt GTP bind: 101; Rab2A wt mod: 99; Rac1 mut GTP: 100; Rac1 wt GTP bind: 101; ABCB1 block: -4.6; Avidin bead fluor: 16; Cdc42 wt GTP: 97; HRas wt GTP bind: 99

Results for CCn1c(C)c(CS(=O)(=O)c2ccccc2)[nH]c1=O ?
Pf gametocyte: 1; GSH bead fluor: 27; ABCG2 inh: 1; Rab7 wt GTP bind: 103; Rab2A wt mod: 100; Rac1 mut GTP: 96; Rac1 wt GTP bind: 102; ABCB1 block: 0.0; Avidin bead fluor: 9; Cdc42 wt GTP: 100; HRas wt GTP bind: 101

How did Cc1cc(NC(=O)CSc2nnc(-c3ccco3)n2Cc2ccccc2)no1 do in these assays?
Pf gametocyte: 9; GSH bead fluor: 11; ABCG2 inh: -1; Rab7 wt GTP bind: 104; Rab2A wt mod: 100; Rac1 mut GTP: 98; Rac1 wt GTP bind: 104; ABCB1 block: -0.5; Avidin bead fluor: 19; Cdc42 wt GTP: 96; HRas wt GTP bind: 101

What do the screens show for `COc1cccc(CNC(=O)CSc2ccc(-c3ccccn3)nn2)c1`?
Pf gametocyte: 6; GSH bead fluor: 29; ABCG2 inh: 1; Rab7 wt GTP bind: 96; Rab2A wt mod: 97; Rac1 mut GTP: 99; Rac1 wt GTP bind: 102; ABCB1 block: 0.3; Avidin bead fluor: 26; Cdc42 wt GTP: 101; HRas wt GTP bind: 98

How did CC(C)NC(=O)NS(=O)(=O)c1cnccc1NC1CC2CCC1C2 (stereo not drawn) do in these assays?
Pf gametocyte: 7; GSH bead fluor: 18; ABCG2 inh: 2; Rab7 wt GTP bind: 94; Rab2A wt mod: 96; Rac1 mut GTP: 96; Rac1 wt GTP bind: 101; ABCB1 block: 0.9; Avidin bead fluor: 20; Cdc42 wt GTP: 100; HRas wt GTP bind: 98

How did Cc1[nH]c2ccccc2c1/C=C/c1nc2ccccc2c(=O)n1-c1cccc([N+](=O)[O-])c1 do in these assays?
GSH bead fluor: 11; ABCG2 inh: -6; Rab7 wt GTP bind: 99; Rab2A wt mod: 101; Rac1 mut GTP: 100; Rac1 wt GTP bind: 107; ABCB1 block: -0.8; Avidin bead fluor: 7; Cdc42 wt GTP: 106; HRas wt GTP bind: 101

What do the screens show for `CCOC(=O)CSc1nnc(Cc2cc(=O)[nH]c(=O)[nH]2)n1-c1ccc(Cl)cc1`?
GSH bead fluor: 23; ABCG2 inh: 1; Rab7 wt GTP bind: 102; Rab2A wt mod: 103; Rac1 mut GTP: 101; Rac1 wt GTP bind: 107; ABCB1 block: 0.3; Avidin bead fluor: 10; Cdc42 wt GTP: 104; HRas wt GTP bind: 105

Results for Cc1c(CN2CCC(CO)(Cc3cccc(C(F)(F)F)c3)CC2)c2ccccc2n1C ?
Pf gametocyte: -2; GSH bead fluor: 18; ABCG2 inh: 3; Rab7 wt GTP bind: 97; Rab2A wt mod: 97; Rac1 mut GTP: 96; Rac1 wt GTP bind: 99; ABCB1 block: 6.8; Avidin bead fluor: 7; Cdc42 wt GTP: 95; HRas wt GTP bind: 98

Results for CCOC(=O)C1CCCN(c2cc(C)nc3cc(-c4ccc(Cl)cc4)nn23)C1 (stereo not drawn) ?
Pf gametocyte: 21; GSH bead fluor: 19; ABCG2 inh: 12; Rab7 wt GTP bind: 101; Rab2A wt mod: 98; Rac1 mut GTP: 98; Rac1 wt GTP bind: 102; ABCB1 block: 2.6; Avidin bead fluor: 7; Cdc42 wt GTP: 104; HRas wt GTP bind: 101

Results for O=C(COc1ccccc1Cl)NC(=S)Nc1ccc(CN2CCOCC2)cc1 ?
Pf gametocyte: -9; GSH bead fluor: 13; ABCG2 inh: 11; Rab7 wt GTP bind: 102; Rab2A wt mod: 101; Rac1 mut GTP: 104; Rac1 wt GTP bind: 106; ABCB1 block: 1.8; Avidin bead fluor: 7; Cdc42 wt GTP: 105; HRas wt GTP bind: 102

How did COC(=O)c1ccc(NC(=O)CSC2=NCCN2)cc1 do in these assays?
Pf gametocyte: -1; GSH bead fluor: 15; ABCG2 inh: 11; Rab7 wt GTP bind: 97; Rab2A wt mod: 98; Rac1 mut GTP: 99; Rac1 wt GTP bind: 103; ABCB1 block: 0.6; Avidin bead fluor: 21; Cdc42 wt GTP: 102; HRas wt GTP bind: 98

How did CCCCc1ccc(NC(=S)N2CCC(O)CC2)cc1 do in these assays?
Pf gametocyte: 15; GSH bead fluor: 21; ABCG2 inh: 3; Rab7 wt GTP bind: 98; Rab2A wt mod: 98; Rac1 mut GTP: 97; Rac1 wt GTP bind: 102; ABCB1 block: 1.1; Avidin bead fluor: 10; Cdc42 wt GTP: 99; HRas wt GTP bind: 98

How did Cc1ccc(-n2nnc3c(SCC(=O)NCC4CCCO4)ncnc32)cc1 (stereo not drawn) do in these assays?
GSH bead fluor: 35; ABCG2 inh: 4; Rab7 wt GTP bind: 101; Rab2A wt mod: 97; Rac1 mut GTP: 96; Rac1 wt GTP bind: 97; ABCB1 block: 0.3; Avidin bead fluor: 8; Cdc42 wt GTP: 98; HRas wt GTP bind: 96

Results for CCOC(=O)c1nc(-c2ccccc2)oc1N1CCOCC1 ?
Pf gametocyte: 12; GSH bead fluor: 14; ABCG2 inh: 4; Rab7 wt GTP bind: 94; Rab2A wt mod: 96; Rac1 mut GTP: 95; Rac1 wt GTP bind: 94; ABCB1 block: 0.1; Avidin bead fluor: 9; Cdc42 wt GTP: 95; HRas wt GTP bind: 97

What do the screens show for `CN(C)C=Nc1ncc2c3ccccc3n(CCN(C)C)c2c1C#N`?
GSH bead fluor: 10; ABCG2 inh: 5; Rab7 wt GTP bind: 103; Rab2A wt mod: 107; Rac1 mut GTP: 102; Rac1 wt GTP bind: 105; ABCB1 block: 3.0; Avidin bead fluor: 36; Cdc42 wt GTP: 107; HRas wt GTP bind: 107

Results for CCc1cc2ccc(OC)cc2nc1SCC(=O)NNC(C)=O ?
Pf gametocyte: -20; GSH bead fluor: 12; ABCG2 inh: 2; Rab7 wt GTP bind: 101; Rab2A wt mod: 96; Rac1 mut GTP: 91; Rac1 wt GTP bind: 97; ABCB1 block: 0.4; Avidin bead fluor: 8; Cdc42 wt GTP: 93; HRas wt GTP bind: 95

What do the screens show for `Clc1ccccc1-c1nc(/C=N/N2CCOCC2)c2ccccn12`?
Pf gametocyte: 1; GSH bead fluor: 13; ABCG2 inh: 8; Rab7 wt GTP bind: 99; Rab2A wt mod: 98; Rac1 mut GTP: 95; Rac1 wt GTP bind: 97; ABCB1 block: 0.8; Avidin bead fluor: 9; Cdc42 wt GTP: 99; HRas wt GTP bind: 97

What do the screens show for `Cc1ccccc1OCCNC(=O)/C=C/c1ccc([N+](=O)[O-])cc1`?
Pf gametocyte: 13; GSH bead fluor: 13; ABCG2 inh: 26; Rab7 wt GTP bind: 94; Rab2A wt mod: 91; Rac1 mut GTP: 92; Rac1 wt GTP bind: 91; ABCB1 block: 1.6; Avidin bead fluor: 13; Cdc42 wt GTP: 92; HRas wt GTP bind: 93

How did Cc1cc(C(=O)CSc2nnc(-c3ccco3)o2)c(C)n1Cc1ccco1 do in these assays?
Pf gametocyte: -19; GSH bead fluor: 36; ABCG2 inh: 10; Rab7 wt GTP bind: 96; Rab2A wt mod: 94; Rac1 mut GTP: 89; Rac1 wt GTP bind: 95; ABCB1 block: 1.7; Avidin bead fluor: 15; Cdc42 wt GTP: 96; HRas wt GTP bind: 98

Results for CC1=NN(c2ccc(F)cc2)C(=O)C1C(c1cccc(O)c1)c1c(C)[nH]n(-c2ccc(F)cc2)c1=O (stereo not drawn) ?
Pf gametocyte: -15; GSH bead fluor: 7; ABCG2 inh: 0; Rab7 wt GTP bind: 96; Rab2A wt mod: 93; Rac1 mut GTP: 96; Rac1 wt GTP bind: 92; ABCB1 block: -0.2; Avidin bead fluor: 29; Cdc42 wt GTP: 96; HRas wt GTP bind: 95

How did COc1cc(OC)nc(NC(=O)CCl)n1 do in these assays?
Pf gametocyte: 2; GSH bead fluor: 27; ABCG2 inh: 5; Rab7 wt GTP bind: 103; Rab2A wt mod: 102; Rac1 mut GTP: 98; Rac1 wt GTP bind: 103; ABCB1 block: 0.2; Avidin bead fluor: 11; Cdc42 wt GTP: 99; HRas wt GTP bind: 101

What do the screens show for `COCCNC(=O)c1cnn2c(C(F)(F)F)cc(-c3ccc4c(c3)OCO4)nc12`?
Pf gametocyte: 13; GSH bead fluor: 14; ABCG2 inh: 6; Rab7 wt GTP bind: 97; Rab2A wt mod: 95; Rac1 mut GTP: 99; Rac1 wt GTP bind: 100; ABCB1 block: 0.7; Avidin bead fluor: 11; Cdc42 wt GTP: 99; HRas wt GTP bind: 98

What do the screens show for `CCN(CC)CCC/C(=N\O)C(O)(c1ccccc1)c1ccccc1`?
Pf gametocyte: 0; GSH bead fluor: 14; ABCG2 inh: 1; Rab7 wt GTP bind: 96; Rab2A wt mod: 96; Rac1 mut GTP: 96; Rac1 wt GTP bind: 98; ABCB1 block: 0.0; Avidin bead fluor: 11; Cdc42 wt GTP: 97; HRas wt GTP bind: 95

What do the screens show for `c1coc(-c2nc3nc4ccccc4nc3n2-c2ccc3c(c2)OCCO3)c1`?
GSH bead fluor: 24; ABCG2 inh: 0; Rab7 wt GTP bind: 102; Rab2A wt mod: 100; Rac1 mut GTP: 102; Rac1 wt GTP bind: 108; ABCB1 block: 0.4; Avidin bead fluor: 35; Cdc42 wt GTP: 101; HRas wt GTP bind: 102
